# Bioassay records: PubChem, The Scripps Research Institute Molecular Screening Center
# CHRM4 PAM = positive allosteric modulators of human muscarinic M4 receptor | P08173 | CHO-K1 hM4/Gqi5, Fluo-8 calcium fluorescence, ACh EC20; 0% = ACh EC20, 100% = maximal ACh | activation, % at 3 µM | actives 0.4% (n = 360,000) | AID 624126;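 active means activation above its plate's cutoff, the mean activation of sample wells plus 3 SD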; further: some results filed as inactive read as strong as hits
# Target sequence (P08173 whole entry, looked up): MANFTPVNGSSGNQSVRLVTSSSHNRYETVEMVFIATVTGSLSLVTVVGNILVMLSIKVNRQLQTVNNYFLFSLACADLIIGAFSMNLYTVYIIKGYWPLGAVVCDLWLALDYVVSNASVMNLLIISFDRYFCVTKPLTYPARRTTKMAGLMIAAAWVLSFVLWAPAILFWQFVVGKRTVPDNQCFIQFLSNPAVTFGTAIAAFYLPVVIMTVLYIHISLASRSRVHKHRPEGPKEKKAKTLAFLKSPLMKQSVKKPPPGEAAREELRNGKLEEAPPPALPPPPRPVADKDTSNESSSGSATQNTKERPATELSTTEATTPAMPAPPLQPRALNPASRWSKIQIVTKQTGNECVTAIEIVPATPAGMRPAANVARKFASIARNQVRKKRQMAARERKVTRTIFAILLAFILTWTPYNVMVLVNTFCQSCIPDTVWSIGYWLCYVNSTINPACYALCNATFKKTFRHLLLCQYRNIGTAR
# CHRM5 PAM = potentiates acetylcholine response at human M5 receptor; actives 0.3% (n = 360,000); activation, % at 3 µM; P08912; CHO-K1 hM5, Fluo-8 calcium, ACh EC20 PAM; 0% = ACh EC20, 100% = ACh EC100;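 active means activation above the run cutoff, the mean activation of all test compounds plus 3 SD, cut at about 18% in these data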
# Target sequence (P08912 whole entry, looked up): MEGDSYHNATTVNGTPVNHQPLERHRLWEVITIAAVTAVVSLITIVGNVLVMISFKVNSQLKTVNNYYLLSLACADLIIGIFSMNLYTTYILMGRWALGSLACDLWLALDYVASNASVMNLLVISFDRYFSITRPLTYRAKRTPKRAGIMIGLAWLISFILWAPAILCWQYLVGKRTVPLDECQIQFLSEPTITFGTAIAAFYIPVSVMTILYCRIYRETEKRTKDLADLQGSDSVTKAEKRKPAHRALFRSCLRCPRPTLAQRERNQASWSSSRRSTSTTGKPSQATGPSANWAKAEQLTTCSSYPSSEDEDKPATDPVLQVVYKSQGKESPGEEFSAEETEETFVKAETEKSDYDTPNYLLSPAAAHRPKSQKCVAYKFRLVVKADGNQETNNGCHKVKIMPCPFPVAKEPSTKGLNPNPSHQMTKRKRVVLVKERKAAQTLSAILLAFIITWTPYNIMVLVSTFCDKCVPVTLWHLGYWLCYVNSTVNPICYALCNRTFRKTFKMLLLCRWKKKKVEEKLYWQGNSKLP
#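 Replicates: One well per compound, no replicates | System: Human M5 receptor in CHO-K1 cells | Benchmarks: Low control EC20 acetylcholine (0%), high control EC100 acetylcholine (100%) | Probe or stimulus: Acetylcholine, EC20 level | Times: Fluo-8 loading 80 min at 37 °C plus 30 min room temperature | Signal: Intracellular calcium via Fluo-8 fluorescence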
# CHO-K1 Ca ag = M1 agonist counterscreen hit in parental CHO-K1 cells | actives 0.48% (n = 360,000) | AID 602248 | Fluo-8 calcium fluorescence; scaled to maximal ATP response, vehicle zero | activation, % at 3 µM; in the data active means activation above about 15%;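 further: untransfected CHO-K1 host cells lacking M1 receptor as counterscreen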
# M5 ag = CHRM5 agonism in calcium assay | P08912 | CHO-K1 hM5 cells, Fluo-8 calcium fluorescence; 0% DMSO wells, 100% maximal acetylcholine response | activation, % at 3 µM | actives 0.19% (n = 360,000);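 active means activation above the run's mean over test compounds plus 3 SD, cut at about 23% in these data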;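 further: signal is peak over basal fluorescence ratio across the kinetic read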
# CHO-K1 Ca antag = counter-screen for M1 antagonists: effect in parental CHO-K1 cells; ATP-induced calcium, Fluo-8 fluorescence; inhibition, % at 3 µM; actives 0.6% (n = 360,000); AID 602250;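 active means inhibition above a per-plate cutoff, the plate's mean sample inhibition plus 3 SD, cut at about 24% in these data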;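 further: 0% = DMSO plus EC80 ATP and 100% = DMSO alone without ATP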
# M5 antag = CHRM5 antagonism in calcium assay. inhibition, % at 3 µM. P08912. actives 0.59% (n = 360,000). CHO-hM5 cells, Fluo-8 calcium fluorescence, ACh EC80;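 active means inhibition above a per-plate cutoff, the mean of that plate's test compounds plus 3 SD, cut at about 27% in these data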;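 further: 0% = acetylcholine EC80 with DMSO and 100% = DMSO without agonist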
# M1 PAM parental = counter-screen for M1 PAMs: effect in parental CHO-K1 cells | activation, % at 3 µM | AID 602247 | ATP EC20, Fluo-8 calcium fluorescence; 0% at ATP EC20, 100% at ATP max | actives 0.02% (n = 360,000);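 active means activation above the run cutoff, the mean activation of all test compounds plus 3 SD, cut at about 40% in these data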;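 further: peak over basal fluorescence ratio in a 140 s read after ATP addition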
# CHRM4 antagonist = blocks acetylcholine activation of human M4 receptor; P08173; actives 0.73% (n = 360,000); CHO-hM4 cells, ACh EC80, Fluo-8 calcium fluorescence; AID 624125; inhibition, % at 3 µM;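 active means inhibition above its plate's cutoff, the mean inhibition of sample wells plus 3 SD, cut at about 27% in these data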;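 further: 0% = acetylcholine EC80 with DMSO and 100% = DMSO without agonist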
# CHRM4 agonist = CHRM4 agonism in calcium assay; activation, % at 3 µM; AID 624127; CHO-K1 hM4/Gqi5, Fluo-8 calcium fluorescence; vehicle 0%, full acetylcholine response 100%; actives 0.14% (n = 360,000);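 active means activation above the run mean over all test wells plus 3 SD, cut at about 32% in these data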;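 further: peak over basal fluorescence ratio per well then scaled between controls; 0% = DMSO wells and 100% = acetylcholine at EC100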
# * marks the source's active call; other numbers are inactive results. An unsorted share of the library, and some 2.7% of all compounds hit somewhere here.
SMILES,CHRM4 PAM,CHRM5 PAM,CHO-K1 Ca ag,M5 ag,CHO-K1 Ca antag,M5 antag,M1 PAM parental,CHRM4 antagonist,CHRM4 agonist
CN(C)/N=C/c1ccc(P(c2ccc(/C=N/N(C)C)o2)c2ccc(/C=N/N(C)C)o2)o1,-14.2,-8.9,4.1,4.4,-1.0,10.1,0.2,1.7,16.9
O=C(O)COc1ccccc1-c1nc(-c2ccccc2)c(-c2ccccc2)[nH]1,1.8,-0.6,0.0,0.5,-7.0,6.3,15.8,-0.8,-0.3
O=C(Nc1cccnc1)c1ccc(COc2ccccc2Br)o1,-3.3,-5.0,2.9,1.6,-12.6,10.1,7.1,-0.6,11.3
O=C(Nc1ncc(Cc2ccccc2Cl)s1)C1=NCCN1,1.4,-1.9,2.0,-2.2,-14.4,0.4,21.7,-9.3,1.6
COc1ccc(CNC(=O)N2CCN(c3ccccc3)CC2)cc1,3.5,6.0,12.3,-0.5,6.7,-3.0,2.5,-16.9,1.4
O=C(Cc1ccccc1)N/N=C/c1cccs1,7.1,-3.4,0.4,1.3,4.3,1.4,-5.6,10.5,-0.2
Cc1cc(C)c(Cn2c3ccccc3c3cnn(CC(=O)NCCN4CCOCC4)c(=O)c32)c(C)c1,-0.2,6.7,3.4,-3.1,-16.6,2.8,5.8,-11.6,3.5
Cc1cc(C)c(S(=O)(=O)N2CCCOC2CNC(=O)C(=O)NCc2cccnc2)c(C)c1 (centres undefined),-8.1,-5.8,-0.7,-1.8,3.2,4.4,-5.6,15.5,0.3
O=C(C=Cc1ccc2c(c1)OCO2)C1CC1,5.3,6.0,0.4,0.2,-3.6,-4.7,9.1,-9.0,0.7
CCOC(=O)C1=C(C)Nc2nnnn2C1c1cccnc1 (centres undefined),15.9,7.9,0.5,-1.9,-3.3,7.1,17.7,-4.8,0.8
Cc1nn(-c2ccccc2)c(C)c1CN,-0.4,-4.8,-0.1,-3.1,-9.8,-0.7,6.9,-7.2,1.0
CC(C)(C)c1ccc(CC(=O)N2CCC2(C)C(=O)NS(=O)(=O)c2cccc(C#N)c2)cc1 (centres undefined),-3.2,1.6,0.2,1.3,-8.1,4.8,11.4,-2.5,0.5
O=C(CSc1ncccc1C(=O)O)Nc1ccc2c(c1)OCCO2,-1.8,-0.2,-0.6,-1.0,-10.9,-1.1,-22.8,-0.5,-1.0
COc1cccc(OC)c1C(=O)NC(C)CCc1ccccc1 (centres undefined),2.6,-1.5,0.8,0.4,-10.3,6.9,-0.4,13.1,1.5
COc1ccc(Cc2n[nH]c(=S)n2C)cc1Br,0.7,-0.7,0.1,-1.6,0.8,-1.4,13.0,-2.1,0.8
CCN(C(=O)Cn1cnc2c1c(=O)n(C)c(=O)n2C)C1CCS(=O)(=O)C1 (centres undefined),-1.7,-1.7,2.2,2.2,-13.6,2.1,13.5,5.7,8.4
Cc1ccc(N2CC(C(=O)Nc3cc(C)on3)CC2=O)cc1 (centres undefined),1.9,-1.2,-0.1,0.5,-19.5,13.1,3.0,9.5,-0.1
CC1(c2nnc(-c3ccccc3)o2)CC(c2ccc([N+](=O)[O-])cc2)=NO1 (centres undefined),6.5,-1.7,-0.3,-1.0,-5.6,9.1,-15.1,-2.6,6.7
COC(=O)c1ccc(Oc2nc(NC(C)C)nc(NC(C)C)n2)cc1,-5.4,3.7,1.1,-0.1,-7.9,2.6,16.5,-0.3,-0.3
CC(C)c1ccc(CN(C(=O)c2ccco2)C2CCS(=O)(=O)C2)cc1 (centres undefined),6.3,-3.0,4.2,-3.6,-11.7,0.9,8.3,2.4,2.2
Cc1cc(N2CCN(c3nc(-c4ccc([N+](=O)[O-])cc4)cs3)CC2)c2ccccc2n1,-11.4,-17.4,0.9,-7.7,-12.0,9.9,2.6,-10.0,4.4
Cn1ncc2c(=O)[nH]nnc21,7.5,4.8,0.8,0.6,-6.3,0.4,8.6,-5.3,0.7
Cc1cccc(C)c1OC(=O)CSc1nnc(-c2ccccc2)o1,-0.3,-4.1,0.9,-1.5,-14.7,-15.1,18.1,-10.8,1.6
COc1cc(CCC(=O)NCc2ccc(F)cc2)cc(OC)c1OC,6.3,0.1,1.8,-0.7,-12.4,7.3,7.4,-17.1,0.8
C=CCNC(=O)c1ccc2c(=O)n(CCCN3CCCC3=O)c(=S)[nH]c2c1,-9.4,-0.3,0.2,-3.4,6.1,0.6,6.1,-0.9,0.5

# Gathered by group: the compounds so far with bromine
SMILES,CHRM4 PAM,CHRM5 PAM,CHO-K1 Ca ag,M5 ag,CHO-K1 Ca antag,M5 antag,M1 PAM parental,CHRM4 antagonist,CHRM4 agonist
O=C(Nc1cccnc1)c1ccc(COc2ccccc2Br)o1,-3.3,-5.0,2.9,1.6,-12.6,10.1,7.1,-0.6,11.3
COc1ccc(Cc2n[nH]c(=S)n2C)cc1Br,0.7,-0.7,0.1,-1.6,0.8,-1.4,13.0,-2.1,0.8

# Following part
SMILES,CHRM4 PAM,CHRM5 PAM,CHO-K1 Ca ag,M5 ag,CHO-K1 Ca antag,M5 antag,M1 PAM parental,CHRM4 antagonist,CHRM4 agonist
Cc1ccc(C)c(S(=O)(=O)N2CCCCC2CCNC(=O)C(=O)NCc2ccco2)c1 (centres undefined),-0.3,5.4,2.7,-0.7,-3.5,1.5,0.8,-3.1,4.1
COc1ccc(Br)cc1CN(C)C(=O)c1ccccc1OCc1c(C)noc1C,-5.0,-15.6,4.0,4.1,0.5,7.4,-22.3,0.0,18.6
CC(C)(C)C(=O)OCc1nc(-c2ccc(C(F)(F)F)cc2)cs1,13.8,18.5*,-0.2,4.7,6.7,-15.2,4.2,-3.8,0.3
O=C(NC1CCCC1)C1CCC(=O)N1C1CCCC1 (centres undefined),4.4,-5.2,0.2,2.1,-5.9,4.6,5.8,-0.9,1.2
CC(=O)n1cc(C2C(=O)CCCC2=O)c2ccccc21,1.9,7.1,-0.1,-0.8,-3.3,-0.9,7.3,-7.8,0.5
Cc1ccc(S(=O)(=O)N2CCN(Cc3ccccc3)CC2)c(C)c1N(C)S(=O)(=O)c1ccccc1,-7.2,-11.7,2.2,-1.9,-4.1,4.6,1.6,0.5,1.6
NC(=O)c1nc[nH]c1C(=O)Nc1cccc(C(F)(F)F)c1,-2.0,1.1,-0.2,14.2,-0.3,2.2,3.4,-9.2,2.9
O=C(CSc1nc2[nH]ncc2c(=O)n1-c1ccccc1)NCCc1ccccc1,-4.8,-4.4,16.8*,-1.9,0.4,4.7,17.7,14.6,1.2
CCOC(=O)Cn1nc(-c2ccccc2)c(-c2ccccc2)nc1=O,-2.5,-0.6,-0.1,-1.4,6.1,6.0,-7.6,-3.9,1.4
Cc1cc(C)nc(NS(=O)(=O)c2ccc(NC(=S)NC(=O)CC(C)C)cc2)n1,5.2,9.9,0.3,-4.7,4.1,1.9,18.3,-4.0,0.8
O=C(CCn1c(=O)oc2ccccc21)NC1=NCCS1,-6.2,0.4,0.4,4.5,-18.9,-1.4,7.6,1.8,1.4
COc1ccc(C(=O)N/N=C/c2cccc3cccnc23)cc1,8.9,-5.0,1.3,1.6,-3.3,7.4,11.7,6.9,2.1
O=C(NCc1ccco1)C1CCCN(S(=O)(=O)Cc2ccccc2)C1 (centres undefined),1.7,-10.6,0.8,-0.6,-12.4,10.4,-3.9,5.3,0.3
CCCCN1CC(N2CCCCC2)CS1(=O)=O (centres undefined),-2.5,-7.2,0.2,1.4,9.0,-2.1,4.4,-4.1,1.1
COc1ccc(CCC(=O)Nc2ccc(C(=O)c3ccncc3)cc2)cc1,-7.4,-11.3,9.8,8.8,-1.3,5.8,-3.3,8.9,14.8
O=C(c1ccc(Cn2cc([N+](=O)[O-])cn2)o1)N1CCCCCC1,1.4,2.6,1.2,-1.2,-14.1,-12.0,-12.6,-8.2,0.7
CCOc1ccc(-c2nnn(CC(=O)N3CCCC3)n2)cc1OCC,0.6,1.8,0.1,-0.5,-2.2,-1.4,0.1,5.6,0.6
O=C(Nc1cccc(F)c1)c1ccc(-n2cncn2)c2ccoc12,-2.5,0.0,3.3,1.4,-15.5,-1.4,17.6,-5.7,6.5
O=C(NC1CCCC1)C(c1ccccn1)N(C(=O)c1csnn1)c1ccccc1Br (centres undefined),-3.0,0.8,1.1,0.3,0.3,4.7,7.6,-4.3,0.3
CSc1ccc(CNc2cccc3ccccc23)cc1,0.4,-6.7,-0.1,-0.8,-15.2,-1.6,6.7,-4.3,2.3
COc1ccc(OCCSc2nc3ccccc3n2CC(=O)O)cc1,-6.7,-12.6,0.1,1.4,21.8,5.1,-14.4,2.2,2.0
CCC(=O)N(Cc1ccco1)c1nc(C(=O)Nc2ccc(Cl)cc2)c(C)s1,-3.7,-8.8,-0.4,-5.9,-1.7,3.2,9.7,-9.4,-1.3
COc1ccc(NS(=O)(=O)c2ccc3c(c2)NC(=O)CC(=O)N3)cc1OC,3.5,1.2,0.0,-2.6,-1.4,10.0,15.6,-1.5,-1.1
COc1ccc(S(=O)(=O)N(C)C[C@@H]2OCc3cnnn3CCCC(=O)N([C@H](C)CO)C[C@@H]2C)cc1,-0.8,-1.1,1.2,0.3,-2.4,4.2,3.0,-13.0,0.6
COCCn1c(SCC(=O)Nc2cc(C(C)(C)C)nn2-c2ccccc2)nc2ccccc2c1=O,1.0,7.6,-0.3,4.8,5.7,-6.8,-0.3,0.5,0.3

# The listing continues:
SMILES,CHRM4 PAM,CHRM5 PAM,CHO-K1 Ca ag,M5 ag,CHO-K1 Ca antag,M5 antag,M1 PAM parental,CHRM4 antagonist,CHRM4 agonist
S=C(NCC1CCCO1)NC1CCCC1 (centres undefined),1.5,3.0,0.2,-1.5,-3.0,-6.4,13.3,-1.9,0.5
COc1ccc(CCN(C(=S)Nc2ccccc2)C2CC(=O)N(c3ccccc3)C2=O)cc1 (centres undefined),9.7,-2.3,1.3,-3.3,-5.3,4.2,14.1,-4.4,6.0
C/C(=N\NC(=O)CSc1nnc(C)s1)c1ccc(Cl)cc1,-1.7,-1.0,11.1,0.5,0.8,-3.1,20.5,0.0,1.1
Cc1ccc(S(=O)(=O)NCCC(=O)N2CCN(S(=O)(=O)c3cccc(F)c3)CC2)cc1C,-4.3,-0.7,0.8,2.5,-11.7,-11.2,15.8,6.7,10.2
O=C(CCS(=O)(=O)c1ccccc1)Nc1nc2cc3c(cc2s1)OCCO3,-2.1,-4.2,2.9,1.9,6.8,-2.2,19.2,-12.1,10.5
CC(=O)Nc1sc2c(c1-c1nc3ccccc3s1)CCN(C(C)C)C2,-7.1,-7.8,10.5,1.1,3.9,7.7,8.9,-6.8,6.5
CCN(c1ccccc1)S(=O)(=O)c1cc(NC(=O)C2CC2)ccc1Cl,0.9,-1.2,0.8,3.8,-15.3,4.3,7.3,-13.2,3.7
CC1(C)Cc2cccc(OCC(=O)OCC(=O)NCc3ccccc3)c2O1,-6.9,-5.7,0.6,-1.7,-11.0,9.2,11.2,7.7,0.6
CCCCNC(=O)CSc1nc2n[nH]c(C)c2c(=N)n1-c1cccc(Cl)c1C,-10.3,-5.8,0.6,-5.1,-5.6,-5.0,3.9,10.0,-1.8
COC(=O)C1(C)CN(S(=O)(=O)c2ccc(C)cc2)c2cc(OC)ccc2C1=O (centres undefined),-6.8,-1.4,2.0,-3.0,3.9,-1.8,-10.5,-12.8,3.8
